Screens deposited in PubChem by several laboratories.
Anthrax LF inh2 = Bacillus anthracis LF protease inhibitors, primary screen, biochemical, multiplex microsphere, MLPCN library | inhibition, % at 10 µM | 360,000 tested, 0.12% active | AID 588501, 2011 | multiplex microsphere protease cleavage assay | Lethal factor (Bacillus anthracis), P15917; further: plate controls were buffer without enzyme for full effect and enzyme alone for no effect
Target sequence (P15917 whole entry, looked up): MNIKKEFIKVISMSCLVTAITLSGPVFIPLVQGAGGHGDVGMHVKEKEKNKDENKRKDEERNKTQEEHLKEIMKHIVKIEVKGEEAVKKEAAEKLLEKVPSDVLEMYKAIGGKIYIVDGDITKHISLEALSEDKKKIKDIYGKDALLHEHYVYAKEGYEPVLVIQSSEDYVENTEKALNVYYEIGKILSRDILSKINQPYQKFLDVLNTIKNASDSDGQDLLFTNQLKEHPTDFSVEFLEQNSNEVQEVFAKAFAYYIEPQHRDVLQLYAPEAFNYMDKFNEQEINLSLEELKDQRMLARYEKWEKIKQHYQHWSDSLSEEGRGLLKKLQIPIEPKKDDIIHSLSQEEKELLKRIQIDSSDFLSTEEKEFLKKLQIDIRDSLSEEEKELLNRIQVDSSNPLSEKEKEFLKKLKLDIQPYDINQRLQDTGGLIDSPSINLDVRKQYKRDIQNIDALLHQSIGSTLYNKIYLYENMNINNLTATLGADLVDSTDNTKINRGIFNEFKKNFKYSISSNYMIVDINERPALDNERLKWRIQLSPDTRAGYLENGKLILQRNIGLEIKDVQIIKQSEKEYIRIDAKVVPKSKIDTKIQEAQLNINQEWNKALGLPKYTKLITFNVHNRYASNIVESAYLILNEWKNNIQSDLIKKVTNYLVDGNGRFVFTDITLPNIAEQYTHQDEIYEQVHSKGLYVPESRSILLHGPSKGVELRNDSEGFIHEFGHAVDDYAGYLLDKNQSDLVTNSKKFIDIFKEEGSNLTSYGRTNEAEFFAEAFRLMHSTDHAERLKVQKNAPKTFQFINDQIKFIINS
PfHsp40 yeast = rescue of yeast from PfHsp40 toxicity, primary screen, S. cerevisiae, ATP luminescence; S. cerevisiae expressing PfHsp40, growth rescue; growth rescue, % at 12.5 µM; 340,000 tested, 0.68% active; AID 504582, 2011; in the data active means growth rescue above about 28%, passing the limit was not always enough; inconclusive means no clear call, values can overlap the other calls;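 further: yeast W303a lacking pdr1 and pdr3 grown in galactose medium; growth measured after three days at 30 °C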
BoNT-A LC inh2 = BoNT/A light chain protease inhibitors, primary screen, biochemical, flow cytometry, MLPCN library; Botulinum neurotoxin type A light chain protease (Clostridium botulinum A str. ATCC 3502); multiplex microsphere protease substrate cleavage; inhibition, % at 10 µM; 360,000 tested, 0.17% active; further: plate controls were buffer without enzyme for full effect and enzyme alone for no effect
DUSP3 inh = VHR1 phosphatase inhibitors, primary screen, biochemical, absorbance, uHTS. AID 1654, 2009. recombinant VHR phosphatase, pNPP absorbance. inhibition, % at 13.3 µM. Dual specificity protein phosphatase 3 (Homo sapiens), P51452. 290,000 tested, 0.52% active; in the data active means inhibition above about 50%; further: some compounds called inactive have numbers as strong as hits
Target sequence (P51452 whole entry, looked up): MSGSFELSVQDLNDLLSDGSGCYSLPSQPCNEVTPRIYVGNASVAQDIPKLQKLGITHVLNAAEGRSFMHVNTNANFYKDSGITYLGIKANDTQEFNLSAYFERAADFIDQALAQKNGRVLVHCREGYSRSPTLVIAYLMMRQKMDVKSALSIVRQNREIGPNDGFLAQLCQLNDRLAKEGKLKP
SARS 3CLpro inh = SARS-CoV 3CLpro protease inhibitors, primary screen, biochemical, quenched FRET; recombinant SARS-CoV 3CLpro, quenched FRET peptide cleavage; Replicase polyprotein 1ab (Severe acute respiratory syndrome coronavirus), P0C6X7; inhibition, % at 6 µM; 290,000 tested, 0.14% active; in the data active means inhibition above about 12%
Yp Topo-I inh = Yersinia pestis topoisomerase I inhibitors, primary screen, biochemical, cleavage product accumulation, plate reader, single point; DNA topoisomerase I (Yersinia pestis CO92); Y. pestis Topo-I cleavage product accumulation; activity, % at 10 µM; 360,000 tested, 0.064% active; in the data active means activity above about 50%, passing the limit was not always enough; inconclusive means no clear call, values can overlap the other calls; further: inactives centre near 2
TcdB inh = TcdB glycohydrolase inhibitors, primary screen, biochemical, single point, plate reader | TcdB glycohydrolase enzymatic assay | inhibition, % at 9.99 µM | 350,000 tested, 0.24% active | AID 652162, 2013; in the data active means inhibition above about 10%
PriA SSB inh = inhibitors of Klebsiella pneumoniae PriA binding to SSB C-terminal tail, primary screen, biochemical, AlphaScreen. 430,000 tested, 0.6% active. AlphaScreen SSBct-PriA binding, biotinylated peptide. AID 1272365, 2023. inhibition, % at 33 µM. PriA–SSB C-terminal tail interaction (Klebsiella pneumoniae); in the data active means inhibition mostly above about 37%, no sharp cut-off; inactive means mostly below about 20%;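 further: plate controls were negative control peptide for no effect and reference peptide for full effect; strong numbers were not always called active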
Vc quorum ag = inducers of Vibrio cholerae quorum light production without autoinducers, primary screen, BH1578 luxS cqsA deficient, single point; 350,000 tested, 0.16% active; V. cholerae BH1578 lux reporter, luminescence, 6 h; activation, % at 18.7 µM; AID 588436, 2011; in the data active means activation mostly above about 9.7%, no sharp cut-off; inconclusive means no clear call, values can overlap the other calls; inactive means mostly below about 3.7%; further: not every result past the cut was called active; inactives centre near 0; reference of the scale not given here
CCHFV vOTU inh = CCHFV vOTU protease inhibitors, primary screen, biochemical, Pep-AMC substrate, fluorescence | inhibition, % at 11.5 µM | Crimean-Congo hemorrhagic fever virus L polyprotein viral ovarian tumor (vOTU) protease … | 370,000 tested, 0.55% active; in the data active means inhibition above about 30%; further: 0% = vehicle wells with enzyme and 100% = no enzyme wells
An asterisk follows results filed as active; i = inactive; u = inconclusive; x = no result given. Unless noted, no stated cut-off is given here; in the data, active means inhibition above about 30%; inconclusive means no clear call, values can overlap the other calls; inactive means below that. This is a subset; count on the stated rates, not on these rows.

SMILES	Anthrax LF inh2	PfHsp40 yeast	BoNT-A LC inh2	DUSP3 inh	SARS 3CLpro inh	Yp Topo-I inh	TcdB inh	PriA SSB inh	Vc quorum ag	CCHFV vOTU inh
O=C(NC(=S)NC1CCCCC1)c1ccc(Cl)cc1	0.1	19.6	0.4	1.2	1.8	22.0	-2.7	5.8	-0.1	6.2
Cc1ccc(-c2noc(CCC(=O)N3CCCc4ccccc43)n2)cc1	0.0	3.4	0.0	17.7	6.9	47.4	x	-8.6	i	16.9
CC(=NN=C(C)c1ccc(O)cc1)c1ccc(O)cc1	-6.7	-0.8	-0.7	x	x	-0.7	4.0	-0.8	i	14.4
CCN(CC)S(=O)(=O)c1cccc(-c2nnc(-c3ccc(C)cc3)o2)c1	6.2	-0.3	-0.5	0.3	-4.4	4.0	x	-11.7	i	3.6
CC(Sc1nc(-c2ccccc2)cc(C(F)(F)F)n1)C(=O)Nc1sc2c(c1C#N)CCC2 (configuration not stated)	-5.3	-0.5	-0.2	37.9	-3.5	3.4	1.2	-8.9	0.5	x
OC(Cc1ccnc2ccccc12)C(Cl)(Cl)Cl (configuration not stated)	-0.5	0.5	0.2	x	x	-0.3	-2.1	-14.1	x	-17.8
O=C(CSc1nc2ccccc2o1)NC1CCS(=O)(=O)C1 (configuration not stated)	-5.9	0.0	-0.8	x	x	2.4	-0.4	-6.2	x	-4.6
COC(=O)C1CCN(C(=O)COC(=O)C2CCN(S(=O)(=O)c3ccc(C)c(C)c3)CC2)CC1	1.1	-1.0	-2.1	x	x	3.6	0.9	0.6	1.6	-4.5
O=C1CCc2cc(S(=O)(=O)Nc3ccc(F)cc3)ccc2N1	-6.3	0.4	-3.0	x	x	-1.6	0.1	-6.1	i	1.2
O=C(Cn1ncc2c([nH]c3ccccc32)c1=O)NCC1CCN(Cc2ccc(F)cc2)CC1	-4.3	0.4	-3.4	2.8	6.5	0.0	-1.0	3.3	i	13.4
O=C(OCC(=O)N1CCN(c2ccccc2)CC1)c1ccccc1OC(F)F	-1.8	0.4	2.3	x	x	7.6	1.0	1.0	-1.7	-1.8
Cc1ccccc1OCC(O)CN(CCO)Cc1ccccc1 (configuration not stated)	-1.3	0.3	-0.3	15.2	-5.1	-0.8	-0.2	-4.9	-0.9	4.3
O=C(NCc1nnnn1-c1ccc(Cl)cc1)c1ccc([N+](=O)[O-])o1	1.4	x	0.0	x	x	-6.4	9.5	x	-0.2	14.0
C[C@H](CO)N1C[C@H](C)[C@@H](CN(C)S(=O)(=O)c2ccccc2)Oc2ccc(NC(=O)Cn3cnnn3)cc2C1=O	1.5	2.2	-0.3	x	x	-1.2	1.5	-3.7	1.2	-4.0
O=C(Nc1ccc(S(=O)(=O)Nc2ncccn2)cc1)c1cc([N+](=O)[O-])ccc1Cl	-5.3	-1.2	0.1	-22.7	2.3	-2.2	0.2	-3.6	0.5	10.7
C[C@]12C(=O)N(c3cccc(F)c3)C(=O)N1[C@H]1c3ccccc3OC[C@@H]1[C@H]2c1ccccc1	-3.8	3.1	0.2	x	x	2.0	0.4	0.8	-0.7	4.2
Cc1ccccc1S(=O)(=O)NC(=O)C1(C)CCN1C(=O)C(C)(C)c1ccccc1 (configuration not stated)	-7.6	x	-1.0	x	x	4.4	-0.2	x	-0.5	10.9
FC(F)(F)c1cccc(Cc2noc(CN3CCCC(CN4CCCC4)C3)n2)c1 (configuration not stated)	-1.3	0.6	0.0	-5.7	3.1	2.5	1.1	3.7	i	-0.9
Cc1cc(F)c(F)cc1C(=O)N1CCCC1	-0.7	-0.5	-0.1	0.9	4.2	1.5	0.9	-8.1	-0.2	-6.9
Cc1noc(C)c1S(=O)(=O)N1CCCC(C(=O)N2CCN(C3CCCCC3)CC2)C1 (configuration not stated)	-6.5	0.3	-0.2	15.1	2.8	11.6	1.8	-3.1	-0.4	-1.6
O=C(Nc1ccc(N2CCCCC2)cc1)c1cccnc1Cl	-3.9	2.2	-1.3	14.0	5.8	-9.9	x	14.7	i	5.3
Cc1ccc(CN2CCC(n3nccc3NC(=O)c3ccc4c(c3)OCO4)CC2)o1	-3.0	-0.8	-2.2	10.1	-3.9	-5.4	0.1	-4.5	-0.8	17.0
O=C(CC(NC(=O)C(F)(F)F)c1ccccc1)Nc1nnc(CCc2ccccc2)s1 (configuration not stated)	4.7	1.1	0.3	-22.9	1.9	17.2	0.2	12.3	i	11.1
COc1ccc(CN2CCNC(=O)C2CC(=O)NCc2cccc(C)n2)c(OC)c1 (configuration not stated)	-1.3	-2.4	-0.4	3.8	-0.7	6.9	0.1	0.3	-4.7	-11.6
COc1ccc(CNC(=O)NC(C)(C)c2cccc(C(C)(C)NC(=O)NCc3ccc(OC)cc3)c2)cc1	-2.2	-0.7	0.3	17.0	2.0	-5.8	x	-5.7	-0.1	-11.2
CCOc1ccc(N(CC(=O)NC2CCCC2)C(=O)CCC(=O)Nc2ccccn2)cc1	-1.5	-0.9	0.3	6.4	-5.2	12.7	x	-7.4	i	12.1
O=c1cc(-c2cccs2)oc2ccc(Cl)cc12	-0.9	1.1	-1.3	11.6	5.6	-11.9	x	-22.9	i	-19.2
Cc1ccc(NC(=O)COC(=O)Cn2cnc3c2c(=O)n(C)c(=O)n3C)cc1Cl	-4.7	-1.3	-0.4	14.4	0.7	1.6	0.6	2.3	-2.9	16.6
O=C(NCc1ccccc1)c1cc(-c2ccco2)on1	-4.2	0.5	0.3	19.2	1.1	6.5	3.6	-4.7	-2.5	-9.1
COc1ccc2sc(N(CCN(C)C)C(=O)c3ccc4ccccc4c3)nc2c1	-3.9	-0.6	-0.2	14.2	0.0	10.8	1.9	26.5	i	13.1
COc1ccc(CNC(=O)CSc2nc(-c3ccccc3)cc(-c3cccs3)c2C#N)cc1	-4.9	1.6	-2.8	28.6	2.4	-3.1	x	-20.9	1.2	6.1
CC(C)(C)C(=O)N1CCN(c2c(Cl)cccc2[N+](=O)[O-])CC1	-0.7	0.1	-0.6	-11.5	-0.4	3.9	x	-5.7	-0.6	2.8
CSc1ccccc1NC(=O)c1cnc2scc(C)n2c1=O	-1.1	4.8	-0.5	9.1	2.8	18.2	3.3	-13.5	-0.3	17.1
CCCCn1c(SCC(=O)N2CCCCC2C)nc2cc(S(N)(=O)=O)ccc21 (configuration not stated)	2.2	-1.8	0.2	11.3	0.2	7.4	x	-9.2	-0.4	7.5
CN1CCN(CCOCCOc2c(Cl)cc(Cl)cc2Cl)CC1	-6.1	1.4	-1.4	x	x	-3.4	-0.1	-12.4	-0.7	-9.0
CCOC(=O)CSc1nc2ccccc2n1CC(=O)N(C(C)C)C(C)C	-25.7	-1.0	u	22.1	-2.8	1.2	0.7	3.3	-0.2	x
Cc1cc(OCC(=O)NC2CC(C)(C)NC(C)(C)C2)c2c(C)c(C)c(=O)oc2c1	8.4	-1.0	11.5	28.0	-0.1	-12.8	0.2	-8.2	-0.2	-33.2
CCOC(=O)c1ccc(NC(=O)C(C)N2C(=O)c3ccccc3C2=O)cc1 (configuration not stated)	0.2	-0.5	0.4	13.6	-2.0	3.8	0.0	2.2	-0.5	6.2
CCCCOc1ccc(/C=N/NC(=O)C2CCCNC2=O)cc1 (configuration not stated)	0.5	2.5	-3.2	2.6	6.3	0.3	0.7	i	-0.4	9.4
COc1ccc(OC)c(S(=O)(=O)N(C)CC(=O)N2CCCCC2)c1	-1.0	0.4	-2.5	52.8*	-0.7	10.2	1.0	-20.1	-0.2	-2.4
Cc1ccccc1N(CC(=O)NCC1CCCO1)C(=O)C1(C)CC(=O)N=C2C=CC=CN21 (configuration not stated)	-1.7	0.5	0.1	-10.9	2.0	-2.7	x	-1.0	2.5	-84.0
CCN(CC)C(=O)CSc1ncnc2c1nnn2-c1ccc(OC)cc1	8.5	2.0	-1.0	28.6	-2.6	-4.5	x	-4.5	0.1	x
CN(Cc1ccco1)c1ncnc2ccc(-c3ccoc3)cc12	0.5	1.5	-0.1	x	x	7.2	-0.6	-14.4	i	8.3
COc1ccc(OC)c(N2C(=O)CC(C(C)c3ccccc3)C2=O)c1 (configuration not stated)	1.2	0.1	-0.3	15.1	1.8	3.7	x	-3.2	x	2.5
O=C(COc1ccccc1C(=O)Nc1ccccc1)NCCc1ccccc1	-1.6	19.7	0.3	29.4	-0.3	-11.8	-2.7	-0.8	i	-2.5
CC(C)(C)NC(=O)c1cc([N+](=O)[O-])ccc1N1CCCCC1	-0.5	4.1	-0.9	29.8	-0.6	1.8	x	-5.5	-0.2	10.1
N#C/C(=C\c1cccnc1)C(=O)Nc1ccccc1	3.1	0.6	1.6	-8.8	0.1	-0.5	x	-7.1	-0.3	2.0
Cc1cc(C(=O)NC2CCCc3c2cnn3-c2ccc(C)c(C)c2)n(C)n1 (configuration not stated)	-2.3	0.1	-1.9	17.9	5.0	17.6	0.9	-14.4	-0.1	-7.6

3 consecutive records from above, quoted:
SMILES	Anthrax LF inh2	PfHsp40 yeast	BoNT-A LC inh2	DUSP3 inh	SARS 3CLpro inh	Yp Topo-I inh	TcdB inh	PriA SSB inh	Vc quorum ag	CCHFV vOTU inh
CC(C)(C)NC(=O)c1cc([N+](=O)[O-])ccc1N1CCCCC1	-0.5	4.1	-0.9	29.8	-0.6	1.8	x	-5.5	-0.2	10.1
N#C/C(=C\c1cccnc1)C(=O)Nc1ccccc1	3.1	0.6	1.6	-8.8	0.1	-0.5	x	-7.1	-0.3	2.0
Cc1cc(C(=O)NC2CCCc3c2cnn3-c2ccc(C)c(C)c2)n(C)n1 (configuration not stated)	-2.3	0.1	-1.9	17.9	5.0	17.6	0.9	-14.4	-0.1	-7.6

Additional results.
SMILES	Anthrax LF inh2	PfHsp40 yeast	BoNT-A LC inh2	DUSP3 inh	SARS 3CLpro inh	Yp Topo-I inh	TcdB inh	PriA SSB inh	Vc quorum ag	CCHFV vOTU inh
Cc1cc(NS(=O)(=O)c2ccc(NC(=O)c3ccc(Br)o3)cc2)nc(C)n1	-1.4	-0.4	-0.4	-10.8	-0.1	-10.3	-1.6	-18.9	0.0	14.2
O=C(OCc1cc(-c2ccccc2)no1)c1ccc2ccccc2n1	20.4	0.8	0.4	8.4	-0.6	10.9	x	0.9	i	-0.4
CCOc1ccccc1C(=O)Nc1ccccc1C(N)=O	-4.0	-0.2	u	21.8	-3.3	2.0	0.6	-7.4	0.6	13.8
NS(=O)(=O)c1ccc(NC(=O)COC(=O)c2ncc(Cl)c(Cl)c2Cl)cc1	-6.8	0.2	0.0	x	x	-1.9	0.4	-8.4	x	11.5
CC(=O)Nc1ccccc1-c1nn[nH]n1	6.5	-0.9	1.5	11.9	2.2	-9.9	x	-14.5	i	7.7
CC(=O)c1nnn(-c2nc(N3CCCC3)nc(N(c3ccccc3)c3ccccc3)n2)c1C	-1.8	-1.1	-2.4	-9.5	-1.8	-3.9	x	-5.5	i	-15.5
Cc1noc(C)c1S(=O)(=O)N1CCC(C(=O)Nc2ccc(OC(F)(F)F)cc2)CC1	4.2	-0.8	0.8	26.4	-1.2	1.8	x	-2.4	-4.8	7.6
CCOc1ccc(-c2nnc(N(CC)C(=O)C3CCC3)s2)cc1	-1.4	1.1	-0.5	-8.6	-1.2	13.6	x	-20.4	i	12.6
